Source: PubChem (The Scripps Research Institute Molecular Screening Center)
PAD4 FP inh: blocks human protein arginine deiminase 4 | Q9UM07 | recombinant PAD4, RCA probe fluorescence polarization | inhibition, % at 6.36 µM | actives 0.41% (n = 330,000) | AID 485272;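 active = percent inhibition above a cutoff equal to the mean of all tested compounds plus 3 SD, cut at about 15% in these data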;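 note: 0% = PAD4 with RCA probe and DMSO and 100% = probe without PAD4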
Target sequence (Q9UM07 whole entry, looked up): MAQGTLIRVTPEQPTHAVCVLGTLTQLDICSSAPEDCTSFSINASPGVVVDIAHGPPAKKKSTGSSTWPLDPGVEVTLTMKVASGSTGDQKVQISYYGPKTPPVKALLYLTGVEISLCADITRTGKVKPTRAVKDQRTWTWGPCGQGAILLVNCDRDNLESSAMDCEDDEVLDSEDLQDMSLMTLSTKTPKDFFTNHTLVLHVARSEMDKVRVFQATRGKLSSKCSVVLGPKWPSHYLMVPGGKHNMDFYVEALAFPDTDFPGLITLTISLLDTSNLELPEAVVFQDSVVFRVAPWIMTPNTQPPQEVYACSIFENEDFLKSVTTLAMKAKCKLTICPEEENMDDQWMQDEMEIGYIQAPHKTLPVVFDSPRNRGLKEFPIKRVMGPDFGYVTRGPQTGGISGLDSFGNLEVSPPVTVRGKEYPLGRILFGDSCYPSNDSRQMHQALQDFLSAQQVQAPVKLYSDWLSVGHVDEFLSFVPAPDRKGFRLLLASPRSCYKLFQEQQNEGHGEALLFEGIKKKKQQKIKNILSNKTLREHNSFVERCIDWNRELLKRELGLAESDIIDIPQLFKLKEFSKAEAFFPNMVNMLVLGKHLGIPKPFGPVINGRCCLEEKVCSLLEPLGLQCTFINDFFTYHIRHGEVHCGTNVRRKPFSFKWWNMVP
PAFAH1B3 inh: PAFAH1B3 (human) inhibition; Q15102; recombinant PAFAH1B3, FP-rhodamine probe, fluorescence polarization; inhibition, % at 3.39 µM; actives 0.28% (n = 340,000);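 active = inhibition above the screen-wide average of all tested compounds plus 3 SD, cut at about 25% in these data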;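 note: 0% = enzyme with DMSO only and 100% = wells lacking PAFAH1B3 protein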
PAFAH2 FP inh: inhibitors of human PAFAH2; actives 0.99% (n = 340,000); recombinant PAFAH2, FP-rhodamine activity probe, fluorescence polarization; Q99487; inhibition, % at 3.39 µM;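 active = inhibition above the mean over all tested compounds plus 3 SD, cut at about 30% in these data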;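 note: inhibitors block probe labeling of enzyme so polarization drops; 0% = enzyme with DMSO and 100% = wells lacking PAFAH2 protein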
EBNA-1 inh: blocks EBNA-1 binding to DNA; EBNA-1 DNA binding, fluorescence polarization; inhibition, % at 14.8 µM; actives 0.34% (n = 300,000); AID 1950; in the data active = inhibition above about 28%
ZTA counter: counter-screen for EBNA-1 inhibitors: inhibitors of Epstein-Barr virus ZTA; P03206; ZTA-DNA binding, fluorescence polarization; inhibition, % at 11 µM; actives 0.15% (n = 320,000); AID 2234; in the data active = inhibition above about 33%
GSTO1 counter: GSTO1 inhibition, counter-screen for RBBP9 inhibitors; recombinant GSTO1, activity-based probe fluorescence polarization; inhibition, % at 5.96 µM; actives 1.1% (n = 300,000);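 active = inhibition above the campaign mean inhibition plus 3 SD, cut at about 35% in these data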;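 note: 0% = GSTO1-1 with DMSO and 100% = wells lacking GSTO1-1 enzyme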
Target sequence (P78417 whole entry, looked up): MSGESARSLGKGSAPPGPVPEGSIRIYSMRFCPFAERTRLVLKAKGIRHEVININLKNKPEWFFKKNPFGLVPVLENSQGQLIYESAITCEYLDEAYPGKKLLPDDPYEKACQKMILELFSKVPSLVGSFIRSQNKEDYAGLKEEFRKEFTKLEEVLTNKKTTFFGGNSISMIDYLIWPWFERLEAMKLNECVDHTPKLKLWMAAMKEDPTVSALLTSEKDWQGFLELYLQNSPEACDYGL
LYPLA1 counter: counter-screen for PME1 inhibitors: inhibitors of human LYPLA1. O75608. recombinant LYPLA1, FP-Rh probe fluorescence polarization. inhibition, % at 5.9 µM. actives 0.16% (n = 320,000). AID 2174;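 active = inhibition above the mean of all tested compounds plus 3 SD, set per campaign, cut at about 14% in these data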;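 note: inhibitors block serine hydrolase probe labeling of LYPLA1 so polarization falls; 0% = enzyme with DMSO and 100% = wells lacking LYPLA1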
LYPLA2 inh: counter-screen for PME1 inhibitors: inhibitors of human LYPLA2 | actives 0.38% (n = 320,000) | O95372 | inhibition, % at 5.9 µM | AID 2177 | recombinant LYPLA2, FP-Rh probe fluorescence polarization;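 active = inhibition above the screen-wide mean plus 3 SD, limit set per campaign, cut at about 26% in these data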;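 note: 0% = LYPLA2 with DMSO and 100% = wells lacking LYPLA2 enzyme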
PREPL inh: inhibitors of human prolyl oligopeptidase-like enzyme PREPL; recombinant PREPL, fluorescence polarization activity-based probe; Q4J6C6; inhibition, % at 5.96 µM; actives 0.68% (n = 320,000); in the data active = inhibition above about 43%;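 note: 0% = enzyme with DMSO and 100% = wells lacking enzyme; many of its hits are not listed in these tables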
* = called active by the depositor; . = not tested or not shown. Only part of the results is shown. The share of hits here may be higher or lower than overall.

1: N/C(=N\OC(=O)CCCOc1ccccc1)c1ccc([N+](=O)[O-])cc1
2: CC1CCCCC12NC(=O)N(CC(=O)OCC(=O)NC(=O)c1ccccc1)C2=O (stereo unspecified)
3: CCOc1ccccc1NC(=O)CCNS(=O)(=O)c1ccc(NC(C)=O)cc1
4: C=CCSc1nnc(NC(=O)c2cccc(S(=O)(=O)N(C)c3ccccc3)c2)s1
5: C/C(=N\NC(=O)CNc1cccc(C(F)(F)F)c1)c1cccs1
6: CC(NC(=O)c1ccccc1F)c1cccc2ccccc12 (stereo unspecified)
7: CCN1CCN(c2ccc(S(=O)(=O)N3CCCCC3)cc2NC(=O)c2cc3ccccc3o2)CC1
8: O=C(O/N=C\c1ccc(N2CCCCC2)c([N+](=O)[O-])c1)c1ccc(Cl)cc1Cl
compound no.,1,2,3,4,5,6,7,8
PAD4 FP inh,-2,3,1,1,-1,-7,-3,-2
PAFAH1B3 inh,2,10,2,10,-3,-3,-4,-1
PAFAH2 FP inh,2,-9,-4,18,4,3,7,0
EBNA-1 inh,-1,.,4,-2,-3,10,-8,-15
ZTA counter,6,5,1,-25,9,6,-8,-2
GSTO1 counter,-2,.,-1,-42,4,2,-7,-1
LYPLA1 counter,1,1,-1,-1,-3,2,0,1
LYPLA2 inh,4,4,1,1,-8,7,4,-1
PREPL inh,6,26,-4,15,20,-13,17,17

9: CCN(CC)c1ccc([N+](=O)[O-])cc1C(=O)O
10: Cc1ccc(N(C)S(=O)(=O)c2cccc(C(=O)Nc3ccc(C)cn3)c2)cc1
11: CS(=O)(=O)c1nc(S(=O)(=O)c2ccc(Cl)cc2)c(NCCCN2CCOCC2)s1
12: CN1C(=O)[C@@H]2[C@H](C1=O)[C@@H]1C(=O)Nc3ccccc3C(=O)N1[C@@H]2c1ccc(Br)cc1
13: C=CCN1C(=O)C(C)(C)Nc2ccccc21
14: O=C(NN=C1CCCCCC1)c1cc2ccccc2cc1O
15: COc1ccc(-n2c(O)cnc2Nc2nc(C)cc(C)n2)cc1OC
16: CC(C)C(c1nnnn1CC1CCCO1)N1CCN(Cc2ccc3c(c2)OCO3)CC1 (stereo unspecified)
compound no.,9,10,11,12,13,14,15,16
PAD4 FP inh,-3,-2,2,-4,1,-6,2,0
PAFAH1B3 inh,-3,-4,-1,-1,-2,9,12,-4
PAFAH2 FP inh,4,1,-1,-1,-10,5,5,6
EBNA-1 inh,2,5,-12,11,7,5,8,-9
ZTA counter,4,2,-11,18,-3,-10,-3,-1
GSTO1 counter,-5,-8,5,0,-3,-5,0,-4
LYPLA1 counter,1,0,-2,1,-3,1,4,0
LYPLA2 inh,-6,-3,-6,-1,0,-7,5,1
PREPL inh,-5,-16,-6,-1,-4,10,6,1

Reprinted from the listing (three entries):
9: CCN(CC)c1ccc([N+](=O)[O-])cc1C(=O)O
10: Cc1ccc(N(C)S(=O)(=O)c2cccc(C(=O)Nc3ccc(C)cn3)c2)cc1
11: CS(=O)(=O)c1nc(S(=O)(=O)c2ccc(Cl)cc2)c(NCCCN2CCOCC2)s1
compound no.,9,10,11
PAD4 FP inh,-3,-2,2
PAFAH1B3 inh,-3,-4,-1
PAFAH2 FP inh,4,1,-1
EBNA-1 inh,2,5,-12
ZTA counter,4,2,-11
GSTO1 counter,-5,-8,5
LYPLA1 counter,1,0,-2
LYPLA2 inh,-6,-3,-6
PREPL inh,-5,-16,-6

(listing goes on)
17: O=C(Nc1ccc2c(c1)OCO2)c1cccc(S(=O)(=O)N2CCCC2)c1
18: C=CCSc1ncc(C(=O)OCC)c(N)n1
19: CC(=O)c1c(C)[nH]c(C(=O)OCC(=O)Nc2ccc(Cl)cc2[N+](=O)[O-])c1C
20: Cc1ccc(Cl)cc1NC(=O)C1CCCN(S(=O)(=O)c2c(C)noc2C)C1 (stereo unspecified)
21: COc1cccc2cc(-c3cc(=O)oc4cc(C)c(O)cc34)oc12
22: O=C(NC1CCCC1)c1ccc(COCC(F)(F)C(F)F)o1
23: CC(=O)c1cccc(NC(=S)NCCc2ccc(F)cc2)c1
24: O=C1COc2ccccc2N1Cc1c(F)cccc1Cl
compound no.,17,18,19,20,21,22,23,24
PAD4 FP inh,5,1,1,-1,-6,-4,4,2
PAFAH1B3 inh,-3,11,-1,11,-3,6,0,0
PAFAH2 FP inh,2,0,48*,3,-3,-13,-6,1
EBNA-1 inh,5,-4,1,9,-16,3,-2,3
ZTA counter,4,-7,-15,-12,1,14,-5,-8
GSTO1 counter,4,-2,6,16,-8,-9,-4,3
LYPLA1 counter,0,-4,3,-3,-5,1,-2,-5
LYPLA2 inh,5,-3,0,-2,-8,0,-4,2
PREPL inh,2,6,10,2,2,5,5,-56

An excerpt from above, showing only GSTO1 counter, LYPLA1 counter and PAD4 FP inh.
nr | compound | GSTO1 counter | LYPLA1 counter | PAD4 FP inh
12 | CN1C(=O)[C@@H]2[C@H](C1=O)[C@@H]1C(=O)Nc3ccccc3C(=O)N1[C@@H]2c1ccc(Br)cc1 | 0 | 1 | -4
13 | C=CCN1C(=O)C(C)(C)Nc2ccccc21 | -3 | -3 | 1
14 | O=C(NN=C1CCCCCC1)c1cc2ccccc2cc1O | -5 | 1 | -6

(cont.)
25: N#Cc1cccc(OC(=O)c2ccc3c(=O)n4c(nc3c2)CCC4)c1
26: Cc1ccc(C(=O)Nc2c(C)cc(-c3ccccc3)oc2=O)cc1
27: O=C(Nc1cnccc1C(F)(F)F)NC1CCCCC1
28: CC(C)=C(C#N)c1nc2ccccc2s1
29: CC1(C)NC(=O)N(CC(O)CN(c2ccccc2)S(=O)(=O)c2ccc([N+](=O)[O-])cc2)C1=O (stereo unspecified)
30: Cc1ccc(S(=O)(=O)NC2CCC(C(=O)O)CC2)cc1 (stereo unspecified)
31: CCc1noc2c1/C(=N\O)CC(c1ccccc1)C2 (stereo unspecified)
32: c1ccc2sc(N3CN(CCN4CCOCC4)CN(c4nc5ccccc5s4)C3)nc2c1
compound no.,25,26,27,28,29,30,31,32
PAD4 FP inh,12,0,1,-84,1,2,-1,5
PAFAH1B3 inh,2,5,8,5,2,-1,3,-12
PAFAH2 FP inh,-2,-4,-4,-8,1,-3,3,11
EBNA-1 inh,-1,-2,1,15,4,-6,-5,-2
ZTA counter,-14,4,-20,-3,-7,-1,-14,7
GSTO1 counter,-18,-3,-7,-60,0,6,-3,0
LYPLA1 counter,-2,-1,0,-24,2,-1,6,0
LYPLA2 inh,-5,-3,5,-41,3,-8,2,4
PREPL inh,-3,1,0,-6,10,9,-11,-16

33: CC(=O)Oc1ccc(-c2nc3ccccc3c(=O)o2)cc1
34: OCC[C@H]1C[C@@H](O)[C@H](O)[C@@]2(CCCCO2)O1
35: Cn1cnnc1Sc1nc2c(c(=O)n(C)c(=O)n2C)n1Cc1ccccc1Cl
36: CC1(C)Cc2ccccc2-c2nnc(-c3ccccc3)n21
37: COc1cccc2c1OCC1COc3c(c(=O)n(C)c(=O)n3C)C21 (stereo unspecified)
38: COc1cc(C(=O)Nc2ccc(C(=O)NCC3CCCO3)cc2)cc(OC)c1OC (stereo unspecified)
39: COc1cc2c(cc1OC)C(C)N(C(=O)c1cc3c(s1)-c1c(C)cccc1OC3)CC2 (stereo unspecified)
40: Cc1cc(C)c(C)c(S(=O)(=O)NCC(=O)O)c1C
compound no.,33,34,35,36,37,38,39,40
PAD4 FP inh,3,-1,-3,2,0,-3,4,0
PAFAH1B3 inh,11,2,2,1,2,4,2,7
PAFAH2 FP inh,19,-4,-5,1,-2,-1,-7,5
EBNA-1 inh,-1,2,6,7,-6,-3,-6,3
ZTA counter,-21,-12,-1,9,2,-6,2,9
GSTO1 counter,6,4,-1,3,4,4,4,3
LYPLA1 counter,-1,1,4,-2,-2,0,-8,4
LYPLA2 inh,6,0,1,-3,4,6,-2,11
PREPL inh,15,-5,13,0,3,6,9,-3

41: O=C1c2ccccc2NC(c2ccc(-c3ccc(C(F)(F)F)cc3)o2)N1O (stereo unspecified)
42: O=C(CCCN1C(=O)c2ccccc2C1=O)Nc1ccccn1
43: COc1ccc(Cl)cc1NC(=S)NC(=O)c1ccc2c(c1)OCO2
44: O=S(=O)(NCC1CCCO1)c1ccc(Br)cc1 (stereo unspecified)
45: COc1ccc(OCCC(=O)N2CCCCC2)cc1
46: CCOc1nc(Nc2ccc(Cl)cc2)nc(OCC)n1
47: Cc1ccc(Cn2cc(-c3ccccc3)nn2)cc1
48: O=C(Nc1ccc2c(c1)C(=O)OC2)c1ccc(Cl)cc1Cl
compound no.,41,42,43,44,45,46,47,48
PAD4 FP inh,-4,0,-6,-9,-4,3,3,5
PAFAH1B3 inh,-3,10,4,7,1,-8,4,-1
PAFAH2 FP inh,-5,2,-11,3,-3,-4,5,-8
EBNA-1 inh,.,-15,9,5,3,-4,5,0
ZTA counter,.,15,-21,7,-4,-11,2,-2
GSTO1 counter,.,4,-5,3,3,-2,0,2
LYPLA1 counter,.,-1,-1,3,-1,-6,3,-3
LYPLA2 inh,.,6,-7,2,-1,-6,8,-6
PREPL inh,6,12,15,-8,-6,2,-1,-1

49: CCc1ccc(NC(=O)CCn2cccc2)cc1
50: COc1ccccc1CNC(=O)c1cccc(S(=O)(=O)N2CCN(C)CC2)c1
51: CC(C)(C)c1ccc(NC(=O)Nc2ccc(OCC(=O)N3CCOCC3)cc2)cc1
52: O=C(NCCc1ccc(Cl)cc1)C1CCN(S(=O)(=O)N2CCC3(CC2)OCCO3)CC1
53: O=C(Cn1cc(C(=S)N2CCOCC2)c2ccccc21)N1CCOCC1
54: O=C1CCC(CCC(=O)N2CCCC(C(=O)c3cccc(C(F)(F)F)c3)C2)=NN1 (stereo unspecified)
55: O=C(Nc1cccc(Cl)c1)Nc1nnc(-c2ccccc2)o1
56: O=C1CC(C(=O)N2CCC(N3CCC(C(=O)NC4CC4)CC3)CC2)c2ccccc21 (stereo unspecified)
compound no.,49,50,51,52,53,54,55,56
PAD4 FP inh,-5,1,-1,3,-4,-2,0,0
PAFAH1B3 inh,6,4,2,-4,2,3,3,-7
PAFAH2 FP inh,2,3,-4,7,2,-2,-8,-2
EBNA-1 inh,0,2,4,1,-7,-14,8,0
ZTA counter,-8,0,8,3,1,-25,-20,15
GSTO1 counter,5,-7,0,1,0,4,9,5
LYPLA1 counter,2,3,-1,2,0,9,-2,-1
LYPLA2 inh,-1,1,-1,2,-7,5,10,-3
PREPL inh,-8,-5,9,6,15,12,13,8

57: CCc1noc(C)c1C(=O)N1CCN(c2cccc(C)c2C)CC1
58: Cc1cccc(Nc2ncnc3ccc(Br)cc23)c1
59: COc1ccc(CCNC(=O)C2CCCN(S(=O)(=O)c3ccc(F)cc3)C2)cc1 (stereo unspecified)
60: COc1ccc(C(=O)O/N=C(\N)c2ccncc2)cc1OC
61: CCOC(=O)c1[nH]cnc1C(=O)NC1CCCCC1
62: CCOn1c(SC(C)C)nc2ccccc2c1=O
63: COC(=O)c1ccc(S(=O)(=O)N2CCCCC2)o1
64: CCc1nonc1NC(=O)c1oc2cc(C)c(C)cc2c1C
65: Nc1cc(N)c(OCC(F)(F)F)cc1OCC(F)(F)F
compound no.,57,58,59,60,61,62,63,64,65
PAD4 FP inh,3,1,0,-2,-1,-2,0,3,55*
PAFAH1B3 inh,5,3,-5,6,5,1,7,5,12
PAFAH2 FP inh,-2,-4,4,-1,2,2,-2,-2,5
EBNA-1 inh,-1,-6,5,9,-6,-4,3,-9,-3
ZTA counter,-1,-11,13,16,7,2,-11,-4,5
GSTO1 counter,5,-6,-1,-1,-2,4,5,-8,80*
LYPLA1 counter,-3,-4,-1,-3,1,2,5,1,-1
LYPLA2 inh,1,-5,1,4,5,3,4,-1,6
PREPL inh,-3,-5,4,0,8,-2,-10,3,32
